Screening results as filed in PubChem.
AMPAR-TARP mod: GluA2-stargazin AMPA receptor complex modulation; calls only at 30 µM; AID 1259245; HEK293 GluA2+stargazin, membrane potential dye (FDSS), glutamate EC50; hits were called plate by plate, in both directions; 40,000 compounds, 3.5% hits;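 active means any of four per-well response measures lying three or more SD from its plate-wide compound average, in either direction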
Target sequence (O88602 whole entry, looked up): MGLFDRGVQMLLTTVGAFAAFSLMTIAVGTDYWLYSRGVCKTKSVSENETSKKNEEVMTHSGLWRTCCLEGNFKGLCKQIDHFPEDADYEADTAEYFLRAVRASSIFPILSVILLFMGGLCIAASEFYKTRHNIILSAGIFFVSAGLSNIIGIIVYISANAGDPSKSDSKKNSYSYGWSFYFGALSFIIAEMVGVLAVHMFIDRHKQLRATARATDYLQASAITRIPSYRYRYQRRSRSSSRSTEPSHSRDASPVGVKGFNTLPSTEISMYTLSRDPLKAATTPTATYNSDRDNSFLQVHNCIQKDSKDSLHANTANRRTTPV
Target sequence (P19491 whole entry, looked up): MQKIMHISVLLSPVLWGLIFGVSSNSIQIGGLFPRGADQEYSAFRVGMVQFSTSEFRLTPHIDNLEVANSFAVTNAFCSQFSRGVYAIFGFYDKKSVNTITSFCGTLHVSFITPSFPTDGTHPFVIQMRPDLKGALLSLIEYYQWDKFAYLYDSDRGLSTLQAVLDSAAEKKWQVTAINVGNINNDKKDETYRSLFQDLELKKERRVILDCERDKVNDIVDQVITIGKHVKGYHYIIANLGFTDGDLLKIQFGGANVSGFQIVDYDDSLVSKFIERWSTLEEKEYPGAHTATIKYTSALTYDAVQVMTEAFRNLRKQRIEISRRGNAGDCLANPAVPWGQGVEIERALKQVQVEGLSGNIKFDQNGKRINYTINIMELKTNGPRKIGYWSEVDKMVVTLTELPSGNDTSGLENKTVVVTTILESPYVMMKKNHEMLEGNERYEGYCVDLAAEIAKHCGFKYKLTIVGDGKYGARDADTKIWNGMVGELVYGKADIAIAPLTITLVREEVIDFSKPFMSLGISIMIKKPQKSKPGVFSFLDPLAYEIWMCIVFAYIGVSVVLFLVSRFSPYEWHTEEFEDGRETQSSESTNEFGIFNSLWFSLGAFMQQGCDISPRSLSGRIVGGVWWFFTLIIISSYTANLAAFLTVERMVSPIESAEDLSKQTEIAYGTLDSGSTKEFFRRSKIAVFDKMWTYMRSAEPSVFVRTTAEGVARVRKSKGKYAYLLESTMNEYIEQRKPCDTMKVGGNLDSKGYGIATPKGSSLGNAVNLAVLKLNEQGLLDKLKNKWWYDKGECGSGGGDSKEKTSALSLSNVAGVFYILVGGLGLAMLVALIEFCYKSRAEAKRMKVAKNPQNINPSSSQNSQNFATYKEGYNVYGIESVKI
AMPAR-TARP mod agonism max-min: also measured in AMPAR-TARP mod; calls as there; compound max-min signal; compound-alone response (agonism);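 unitless range of fluorescence divided by baseline over first 100 seconds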
AMPAR-TARP mod glutamate slope: recorded beside AMPAR-TARP mod, whose call it bears; glutamate slope, % of max; measured here: glutamate response slope, % max;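 scaled per plate between vehicle wells and maximal 1 mM glutamate control wells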
* = called active by the depositor; i = inactive; + = active, no number; & = joins results of further samples.

SMILES | AMPAR-TARP mod | AMPAR-TARP mod agonism max-min | AMPAR-TARP mod glutamate slope
CCOC(=O)c1c(NC(=O)c2ccc(S(=O)(=O)N3CC(C)OC(C)C3)cc2)sc2c1CCC2 (centres undefined) | i | 0.118 | 66.1
COc1cc([N+](=O)[O-])ccc1NC(=O)C=C(C)C | i | 0.132 | 75.7
COc1nn(C)cc1-c1nnc(SCc2cccc(C(F)(F)F)c2)n1C | i | 0.104 | 46.7
C=C(C)Cn1c(=O)c2c(nc3n(C(C)C)c(C)c(C)n23)n(C)c1=O | i | 0.104 | 59.5
CCOC(=O)Cc1csc(NS(=O)(=O)CCOc2ccc(F)cc2)n1 | i | 0.163 | 48.9
O=C(Cc1cc(-c2ccco2)on1)NCc1ccncc1 | i | 0.0582 | 36.1
COc1ccc(CCNC(=O)CCc2sc(C)nc2-c2cccs2)cc1 | i | 0.0606 | 37.1
O=C(NCC(O)c1ccc(C(F)(F)F)cc1)C(=O)Nc1ccccc1Cl (centres undefined) | i | 0.11 | 47.9
N#Cc1c(NC(=O)c2cc3ccccc3o2)sc2c1CCN(Cc1ccccc1)C2 | + | 0.235* | 49.0*
COCCNC(=O)NCC#CCN1CCc2ccccc2C1 | i | 0.0619 | 53.4
CCC(=O)Nc1ccc2c(c1)CCN2C(=O)C1CCCC1 | i | 0.0659 | 68.3
Cc1ccc(COc2ccccc2-n2c(C)c(C)n3c4c(=O)n(C)c(=O)n(C)c4nc23)cc1 | i | 0.042 | 40.0
CCOc1ccccc1NC(=O)CCCn1nc(-c2ccc(F)cc2)ccc1=O | i | 0.0277 | 26.2
COc1ccc(NC(=O)CN2CCN(c3ccc(C)cc3C)CC2)cc1 | i | 0.0347 | 55.9
COc1cc(NC(=O)COc2ccccc2F)ccc1N1CCCCC1=O | i | 0.036 | 30.6
COCCn1c(-n2nc(C)c(C)c2C)nc2c1c(=O)n(CCN1CCCCC1)c(=O)n2C | i | 0.119 | 62.3
Cc1ccc(S(=O)(=O)N(C)c2cc(S(=O)(=O)N(C)c3c(C)cccc3C)c(C)cc2C)cc1 | i | 0.0627 | 80.3
COC(=O)c1ccsc1NC(=O)c1cccc(S(=O)(=O)C(C)C)c1 | i | 0.0302 | 47.0
COc1ccc(S(=O)(=O)NCC(c2ccc(C)cc2)N2CCN(C)CC2)cc1 (centres undefined) | i | 0.0412 | 61.6
O=C(NCc1ccc2c(c1)OCO2)c1csc(NS(=O)(=O)c2cccs2)n1 | i | 0.0792 | 45.1
CCOC(=O)Cn1c(=NC(=O)c2cc(C)nn2CC)sc2cc(S(N)(=O)=O)ccc21 | i | 0.0874 | 49.9
COc1ccc(S(=O)(=O)Nc2ccc(-n3nnn(CC(N)=O)c3=O)cc2)cc1OC | i | 0.121 | 58.8
Cn1nc(NC(=O)c2ccc(F)cc2Cl)c2c1NC(=O)CC2c1ccco1 (centres undefined) | i | 0.134 | 65.7
Cc1cc(C(=O)Nc2ccccc2C(F)(F)F)c(C)o1 | i | 0.0887 | 44.8
COCCNC(=O)NCCS(=O)(=O)N1CCN(c2cccc(C)c2)CC1 | i | 0.0929 | 63.8
O=C(NC1CCCC1)c1coc(NC(=O)c2ccco2)n1 | i | 0.181 | 92.2
COc1cc(C(=O)Nc2nnc(-c3cccc(SC)c3)o2)cc(OC)c1OC | i | 0.0939 | 41.1
CCOC(=O)C1CCN(C(=O)CCc2c(C)nn(-c3nc(C)cc(=O)[nH]3)c2C)CC1 | i | 0.128 | 40.3
COC(=O)c1cc(Br)ccc1NC(=O)c1ccccc1Cl | i | 0.0782 | 73.5
COc1ccc(CCNC(=O)c2ccc(=O)[nH]n2)cc1OC | i | 0.0444 | 42.2
CCOC(=O)N1CCC(NC(=O)CCc2csc(NC(=O)c3ccc(F)cc3)n2)CC1 | i | 0.104 | 71.7
COc1ccc(C)cc1NC(=O)C(=O)NCCCN1CCCC1=O | i | 0.0493 | 38.8
CSc1ccccc1CN1CCC(CNC(=O)c2cccc(N(C)C)c2)CC1 | i | 0.0562 | 34.8
O=C(c1nc2ccccc2s1)N1CCC(c2nnc(-c3ccco3)s2)CC1 | i | 0.0609 | 61.7
COc1cc2ccccc2cc1C(=O)Nc1cc(C)nn1C(C)C | i | 0.0743 | 57.4
CCOC(=O)Cc1csc(NC(=O)CSc2ccc(NC(=O)C(C)C)nn2)n1 | i | 0.0413 | 35.4
COc1ccc(S(=O)(=O)CC(=O)Nc2ccc(Br)cc2)cc1 | i | 0.0553 | 41.3
CC1CN(c2ncnc3c2cnn3CCNC(=O)c2cccc(Cl)c2)CC(C)O1 (centres undefined) | i | 0.048 | 49.8
O=C(Nc1ccc2c(c1)OCO2)Nc1ccc2c(c1)C(=O)N1CCCCC1CCO2 (centres undefined) | i | 0.119 | 59.7
O=C(NCCc1ccc(Cl)cc1)c1nc(-c2cnccn2)no1 | i | 0.172 | 48.7
CCOc1ccc(-n2nnnc2CN2CCN(S(=O)(=O)Cc3ccccc3)CC2)cc1 | i | 0.0924 | 76.4
CCOC(=O)C1CCN(C(=O)c2cccc(-n3ccc4ccccc43)c2)CC1 | i | 0.0599 | 71.5
COc1cccc(CCNC(=O)c2csc(NS(=O)(=O)c3cccs3)n2)c1 | i | 0.0809 | 46.8
Cc1nnsc1C(=O)NCC(O)(c1ccccc1)C1CC1 (centres undefined) | i | 0.106 | 46.8
O=C(O)C1CCN(S(=O)(=O)c2ccccc2[N+](=O)[O-])CC1 | i | 0.109 | 80.7
CC(C)c1nnc(C2CCN(C(=O)NCc3ccccc3)CC2)o1 | i | 0.0755 | 53.5
CCC(=O)Nc1ccc(SCC(=O)Nc2nc3ccc(C)cc3s2)nn1 | i | 0.106 | 53.0
O=C(Nc1ccccc1C(F)(F)F)c1ccc(=O)n(Cc2ccccc2)c1 | i | 0.0623 | 60.7
O=S(=O)(c1cccc(-c2nnc(-c3ccc(Br)cc3)o2)c1)N1CCCCCC1 | i | 0.068 | 2.7
COc1ccc2c(c1)c(=O)oc1c(C)c(OCC(=O)Nc3c(C)cccc3C)ccc12 | i | 0.0322 | 34.1
O=C(NCCN1CCN(C(=O)C2c3ccccc3Oc3ccccc32)CC1)c1ccsc1 | i | 0.103 | 55.4
C=C(C)Cn1c(C2CC(=O)N(Cc3ccccc3)C2)nc2ccccc21 (centres undefined) | i | 0.0523 | 47.5
O=C(Cn1cnc(-c2cccs2)cc1=O)NCc1ccco1 | i | 0.0863 | 28.7
CC(C)n1c(=O)c2nscc2n(CC(=O)NCc2ccc(Cl)cc2)c1=O | i | 0.0961 | 65.3
COc1ccccc1CNC(=O)c1n[nH]nc1Nc1ccccc1 | i | 0.0981 | 51.9
CCOc1ccccc1NC(=O)C(=O)NCC1CCN(C2CCCC2)CC1 | i | 0.0862 | 50.9
O=C(Nc1ccc2c(c1)C(=O)NCC2)c1ccc(OC(F)(F)F)cc1 | i | 0.123 | 68.3
Cc1ccnc(OCC(=O)NC(C)C)n1 | i | 0.0674 | 42.7
O=C(COc1ccc(Cl)cc1Cl)NCC1CCN(c2ncccn2)CC1 | i | 0.109 | 63.9
CCCCN(C(=O)Cn1nc(C(=O)N2CCN(C)CC2)cc1C)c1ccccc1 | i | 0.087 | 64.3
(cont.)
SMILES | AMPAR-TARP mod | AMPAR-TARP mod agonism max-min | AMPAR-TARP mod glutamate slope
CC(C)(C)n1nc2c(c1NC(=O)C(=O)NCc1ccc3c(c1)OCO3)CSC2 | i | 0.0342 | 57.4
CN1CCC(CNC(=O)C(=O)NCc2ccccc2Cl)CC1 | i | 0.0891 | 58.6
CCOc1ccc(NS(=O)(=O)c2cccc([N+](=O)[O-])c2)cc1 | i | 0.213 | 44.0
Cc1ccc(N2CCN(S(=O)(=O)c3ccc(F)c(C)c3)CC2)c(C)c1 | i | 0.0572&0.0437 | 57.0&44.0
O=C(NCCCSc1ccccc1)Nc1ncccn1 | i | 0.0953 | 62.4
Cc1cc(C)n(-c2nc3c(c(=O)n(CC(N)=O)c(=O)n3C)n2Cc2ccc(F)cc2)n1 | i | 0.059 | 48.1
Cc1ccccc1NC(=O)c1nc[nH]c1C(=O)NCc1ccccc1 | i | 0.0572 | 42.8
CS(=O)(=O)Nc1cccc(NC(=O)Cc2csc(Nc3ccc(Cl)cn3)n2)c1 | i | 0.15 | 42.5
CSCCC(C)(O)CNC(=O)c1cccn(C)c1=O (centres undefined) | i | 0.0862 | 61.3
COc1ccc(OCC(=O)NCC(c2cccn2C)N2CCc3ccccc3C2)cc1 (centres undefined) | i | 0.0636 | 62.0
O=C(NCCCN1CCCC1=O)C(=O)Nc1ccc2c(c1)OCO2 | i | 0.0529 | 46.7
CS(=O)(=O)N1CCCc2cc(NC(=O)c3ccc(-c4ccccc4)cc3)ccc21 | i | 0.0332 | 32.8
CCOc1ccc(C2C(C(=O)c3cccs3)=C(O)C(=O)N2CCCN(C)C)cc1OC (centres undefined) | i | 0.12 | 58.6
COc1ccccc1NC(=O)CCc1csc(NS(=O)(=O)c2ccccc2)n1 | i | 0.103 | 62.9
CCOC(=O)Cc1csc(NC(=O)Cc2cc(-c3ccc4c(c3)OCO4)on2)n1 | i | 0.0538 | 38.9
O=C(CC1CCCC1)NCCn1ncc2c(N3CCCCCC3)ncnc21 | i | 0.0373 | 76.6
COc1cc(C2NC(=S)NC(C)=C2C(=O)OC(C)C)ccc1O (centres undefined) | i | 0.074 | 51.7
COc1cccc(NC(=O)Cn2c3ccc(C)cc3c3ncn(Cc4ccccc4)c(=O)c32)c1 | i | 0.119 | 52.6
COc1ccc(NC(=O)C(=O)Nc2cc([N+](=O)[O-])ccc2C)cc1OC | + | 0.325* | 80.6*
COc1ccc(NC(=O)C(=O)NCC(c2cccs2)N(C)C)cc1OC (centres undefined) | i | 0.0982 | 92.8
O=C(Nc1ccccc1)Nc1cccc(N2CCCS2(=O)=O)c1 | i | 0.126 | 54.8
COc1ccc(NC(=O)C(=O)Nc2ccc([N+](=O)[O-])cc2)cc1OC | i | 0.18 | 66.7
O=C(Nc1cccs1)N1CCN(Cc2nc(-c3ccc(F)cc3)cs2)CC1 | i | 0.156 | 49.4
Cc1ccsc1C(O)CNC(=O)c1c(-c2ccccc2Cl)noc1C (centres undefined) | i | 0.124 | 52.6
O=C(NCc1ccccc1Cl)C(=O)NCC(O)c1ccsc1 (centres undefined) | i | 0.114 | 38.1
CCOc1ccc(NC(=O)CC2=NS(=O)(=O)c3ccccc3N2)cc1 | i | 0.102 | 62.4
COc1ccccc1CCN1CC(=O)N(c2ccc(Cl)cc2)C2CS(=O)(=O)CC21 (centres undefined) | i | 0.0944 | 61.7
CC1CN(C)CCN1CC1CCN(C(=O)Cc2ccc(F)cc2)CC1 (centres undefined) | i | 0.0754 | 49.7

Molecules above that have a Cl atom (12):
SMILES | AMPAR-TARP mod | AMPAR-TARP mod agonism max-min | AMPAR-TARP mod glutamate slope
O=C(NCC(O)c1ccc(C(F)(F)F)cc1)C(=O)Nc1ccccc1Cl (centres undefined) | i | 0.11 | 47.9
Cn1nc(NC(=O)c2ccc(F)cc2Cl)c2c1NC(=O)CC2c1ccco1 (centres undefined) | i | 0.134 | 65.7
COC(=O)c1cc(Br)ccc1NC(=O)c1ccccc1Cl | i | 0.0782 | 73.5
CC1CN(c2ncnc3c2cnn3CCNC(=O)c2cccc(Cl)c2)CC(C)O1 (centres undefined) | i | 0.048 | 49.8
O=C(NCCc1ccc(Cl)cc1)c1nc(-c2cnccn2)no1 | i | 0.172 | 48.7
CC(C)n1c(=O)c2nscc2n(CC(=O)NCc2ccc(Cl)cc2)c1=O | i | 0.0961 | 65.3
O=C(COc1ccc(Cl)cc1Cl)NCC1CCN(c2ncccn2)CC1 | i | 0.109 | 63.9
CN1CCC(CNC(=O)C(=O)NCc2ccccc2Cl)CC1 | i | 0.0891 | 58.6
CS(=O)(=O)Nc1cccc(NC(=O)Cc2csc(Nc3ccc(Cl)cn3)n2)c1 | i | 0.15 | 42.5
Cc1ccsc1C(O)CNC(=O)c1c(-c2ccccc2Cl)noc1C (centres undefined) | i | 0.124 | 52.6
O=C(NCc1ccccc1Cl)C(=O)NCC(O)c1ccsc1 (centres undefined) | i | 0.114 | 38.1
COc1ccccc1CCN1CC(=O)N(c2ccc(Cl)cc2)C2CS(=O)(=O)CC21 (centres undefined) | i | 0.0944 | 61.7

Only part of the results is shown; count on the stated rates, not on these rows.
